CatS block: inhibitors of human cathepsin S; P25774; recombinant cathepsin S, AMC dipeptide fluorescence, pooled mixtures; inhibition, %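 (tested at 5 µM per compound within 10-compound mixtures)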; 0.06% of 62,000 active; AID 501; in the data active = inhibition above about 32%, passing the limit was not always enough;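 note: 0% = enzyme without compound and 100% = blank without enzyme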
Target sequence (P25774 115-331 limits assumed): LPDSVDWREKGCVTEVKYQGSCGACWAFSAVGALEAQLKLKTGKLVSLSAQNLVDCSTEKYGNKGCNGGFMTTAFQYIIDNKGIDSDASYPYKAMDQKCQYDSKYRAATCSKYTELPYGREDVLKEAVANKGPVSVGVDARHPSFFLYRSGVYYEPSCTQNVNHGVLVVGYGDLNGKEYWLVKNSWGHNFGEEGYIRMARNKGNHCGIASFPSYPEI
AP complement: alternative pathway complement inhibition, orthogonal assay; Human serum alternative complement pathway, LPS-coated ELISA, C3 deposition; tested in compound mixtures; AID 1235; inhibition, % at 5 µM; 0.08% of 62,000 active;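 active = inhibition above 30% in each of the two pooled mixtures holding the compound, so the lower value exceeds 30%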;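 note: 0% = serum in Mg-EGTA without compound and 100% = EDTA serum blank; some compounds past the cut are filed as inactive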
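Test system: human serum alternative complement pathway, C3 deposition on LPS-coated wells; also added: Plate-bound LPS; doses: 5 µM per compound in ten-compound mixtures; schedule: 1 h at 37 °C; detection: Anti-C3 ELISA, OD 450 nm; evaluation: percent inhibition of C3 deposition onto LPS; repeats: two pool placements per compound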
Ec RNAP inh: inhibitors of Escherichia coli RNA polymerase | E. coli RNA polymerase, fluorescence transcription assay | inhibition, %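 (tested at 10 µM)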 | 0.2% of 62,000 active | AID 559; in the data active = inhibition above about 20%;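 note: 0% = enzyme without compound and 100% = no enzyme blank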
JNK3 inh: blocks human JNK3 kinase activity; inhibition, % at 8 µM; 0.61% of 60,000 active; purified JNK3 kinase activity, HTS; in the data active = inhibition above about 17%;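 note: 0% = DMSO and 100% = reference inhibitor; many of its hits are not listed in these tables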
Target sequence (P53779 whole entry, looked up): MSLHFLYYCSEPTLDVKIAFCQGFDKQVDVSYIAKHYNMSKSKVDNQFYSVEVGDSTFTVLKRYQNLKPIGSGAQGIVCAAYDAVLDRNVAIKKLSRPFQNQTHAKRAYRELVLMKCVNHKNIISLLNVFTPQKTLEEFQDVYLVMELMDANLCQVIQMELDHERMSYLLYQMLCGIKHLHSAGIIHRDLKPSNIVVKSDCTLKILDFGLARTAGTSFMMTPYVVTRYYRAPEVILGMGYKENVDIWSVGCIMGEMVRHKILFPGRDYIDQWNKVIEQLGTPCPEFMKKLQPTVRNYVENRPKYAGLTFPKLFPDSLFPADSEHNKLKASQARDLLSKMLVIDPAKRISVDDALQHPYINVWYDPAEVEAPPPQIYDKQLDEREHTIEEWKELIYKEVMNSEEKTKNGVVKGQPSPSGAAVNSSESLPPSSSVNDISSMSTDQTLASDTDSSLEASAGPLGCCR
CatB mixtures: inhibitors of human cathepsin B in compound mixtures | AID 488 | 0.06% of 62,000 active | P07858 | Purified cathepsin B, AMC dipeptide fluorescence | inhibition, %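 (ten-compound pools at 5 µM per compound and 50 µM total)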; in the data active = inhibition above about 22%, passing the limit was not always enough;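 note: 0% = enzyme without compound and 100% = no enzyme blank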
PKA inh: PKA (human) kinase inhibition | P17612 | PKA Kemptide phosphorylation, Kinase-Glo ATP luminescence | inhibition, % at 6 µM | 0.1% of 65,000 active | AID 524;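 active = inhibition above the screen-wide mean inhibition plus 3 SD, cut at about 21% in these data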; note: many of its hits are not listed in these tables
ROCK2 blocker: ROCK2 (human) kinase inhibition; inhibition, % at 6 µM; AID 604; O75116; purified ROCK2, Kinase-Glo ATP depletion luminescence; 0.35% of 60,000 active;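 active = inhibition above the screen-wide mean inhibition plus 3 SD, cut at about 18% in these data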;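 note: plate controls were DMSO wells for no effect and Y-27632 control wells after no-enzyme background subtraction for full effect; many of its hits are not listed in these tables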
RORA act: RORA (human) activation | AID 560 | CHO-K1 Gal4-RORA LBD luciferase reporter, luminescence; percent increase over mock-subtracted basal signal | P35398 | 1.5% of 65,000 active | activation, % at 10 µM;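 active = activation above the mean of all tested compounds plus 3 SD, cut at about 49% in these data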;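 note: 0% = DMSO-treated RORA cells and 100% = added signal equal to DMSO minus mock-transfected cells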
CatB inh: human cathepsin B inhibition; P07858; purified cathepsin B, fluorogenic substrate, fluorescence; inhibition, %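 (tested at 10 µM)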; 0.1% of 63,000 active; AID 453; in the data active = inhibition above about 21%;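 note: 0% = enzyme with no compound and 100% = no enzyme blank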
An asterisk follows results filed as active; . = no result given. These rows are one share of the data (hit frequency here may not be typical).

SMILES	CatS block	AP complement	Ec RNAP inh	JNK3 inh	CatB mixtures	PKA inh	ROCK2 blocker	RORA act	CatB inh
N#Cc1cc2c(nc1SCc1ccccc1)CCCC2=O	0.4	-3.9	-1.4	-1.0	-5.4	6.0	2.8	5.6	0.0
Cc1nc2ccc(CCO)cc2s1	-7.7	8.8	-3.3	1.2	0.2	5.0	6.0	13.1	1.2
CCOC(=O)Cn1c(=O)c(-c2ccccc2N)nc2ccccc21	7.6	2.4	7.2	-9.1	-4.6	-4.7	2.4	-10.1	2.8
O=C(CCn1c(=O)sc2ccccc21)NC1=NCCS1	-19.2	-12.9	7.5	.	-13.3	8.0	.	-9.6	2.9
CCOC(=O)C1CCCN(c2c(N3CCc4ccccc4C3)c(=O)c2=O)C1 (stereo not given)	3.5	12.8	3.1	-2.4	2.4	-2.2	5.7	18.2	4.3
CCOC(=O)c1c(NC(=O)CSc2nnc(CN3CCOCC3)n2C)sc2c1CCCC2	6.9	10.7	6.2	-1.1	15.9	1.4	-5.8	-8.9	-0.1
CC(=O)CC(C)=NCCN=C(C)CC(C)=O	12.0	7.7	4.0	-1.0	2.7	-1.0	-0.1	-17.6	-3.5
O=C(NCc1ccccc1)c1c(O)c2cccc3c2n(c1=O)CCC3	4.4	-9.7	9.6	8.3	-1.8	10.1	6.6	-11.3	6.3
CCN(CC)c1ccc(NC(=O)C(C)C)cc1	4.3	-3.6	8.1	-8.7	6.2	10.0	5.3	-23.7	-2.5
CCN(CC)CCNC(=O)c1ccccc1C(=O)c1ncc[nH]1	-1.8	13.5	4.6	-9.1	4.8	-2.6	0.2	-12.4	-2.0
O=C(C1=C(O)C(=O)N(c2ncccn2)C1c1cccs1)c1ccco1 (stereo not given)	11.6	9.7	5.0	-0.8	2.2	-3.9	-11.1	-22.9	5.8
COC(=O)c1[nH]c2ccc(F)cc2c1NC(=O)CCN1CCN(C(=O)c2ccco2)CC1	-5.7	12.1	4.0	2.0	-1.6	4.5	-0.1	-15.7	2.2
O=C(CSc1nc2ccccc2c(=O)n1Cc1ccco1)N1CCCCCC1	16.8	3.8	7.3	13.3	7.2	0.6	-5.4	6.0	0.7
CCC(C)OC(=O)C1=C(C)NC(=O)NC1c1ccc(F)cc1 (stereo not given)	-1.5	15.4	3.7	-4.6	-0.2	6.3	4.7	13.7	0.8
CC(=O)c1cc2cc(O)ccc2o1	-8.5	11.6	-138.9	-6.3	-2.0	0.6	4.4	2.9	-8.9
CCCCn1nnnc1SCC(=O)N1CCN(C(=O)c2ccco2)CC1	18.1	2.0	11.9	5.5	6.6	7.8	2.2	-5.9	-3.8
CCCn1c(CN(Cc2ccccc2)Cc2ccccc2)nc2c1c(=O)n(C)c(=O)n2C	2.1	21.4	5.9	-5.3	2.0	-6.8	-0.8	6.6	0.1
Cc1ccc(N2CC(C(=O)OCc3ccccc3)CC2=O)cc1 (stereo not given)	16.8	-5.3	11.3	3.0	0.7	6.3	7.3	-17.6	4.0
Cc1cn2c(-c3cccnc3)nnc2s1	5.6	13.9	8.5	4.5	5.9	0.5	1.6	-1.1	-1.5
O=C1CSC(c2ccccn2)N1c1cccc(Cl)c1 (stereo not given)	1.5	-1.2	5.1	5.2	-2.2	11.6	5.5	-0.2	1.4

Quoted at random: 5 entries already listed.
SMILES	CatS block	AP complement	Ec RNAP inh	JNK3 inh	CatB mixtures	PKA inh	ROCK2 blocker	RORA act	CatB inh
Cc1ccc(N2CC(C(=O)OCc3ccccc3)CC2=O)cc1 (stereo not given)	16.8	-5.3	11.3	3.0	0.7	6.3	7.3	-17.6	4.0
CCOC(=O)C1CCCN(c2c(N3CCc4ccccc4C3)c(=O)c2=O)C1 (stereo not given)	3.5	12.8	3.1	-2.4	2.4	-2.2	5.7	18.2	4.3
CCC(C)OC(=O)C1=C(C)NC(=O)NC1c1ccc(F)cc1 (stereo not given)	-1.5	15.4	3.7	-4.6	-0.2	6.3	4.7	13.7	0.8
N#Cc1cc2c(nc1SCc1ccccc1)CCCC2=O	0.4	-3.9	-1.4	-1.0	-5.4	6.0	2.8	5.6	0.0
COC(=O)c1[nH]c2ccc(F)cc2c1NC(=O)CCN1CCN(C(=O)c2ccco2)CC1	-5.7	12.1	4.0	2.0	-1.6	4.5	-0.1	-15.7	2.2

Other structures:
SMILES	CatS block	AP complement	Ec RNAP inh	JNK3 inh	CatB mixtures	PKA inh	ROCK2 blocker	RORA act	CatB inh
CCOC(=O)CSC1=C(C#N)C(c2ccccc2C)C2=C(CCCC2=O)N1 (stereo not given)	-4.8	8.4	2.6	-2.8	0.6	2.4	2.8	-7.8	-3.1
COc1cccc(N2CCN(C3OC(=O)c4ccccc43)CC2)c1 (stereo not given)	-0.3	9.5	-0.6	-8.7	1.1	-8.9	-7.4	0.1	3.6
CC1(C)CC2CC(C)(CN2c2ncnc3ccccc23)C1 (stereo not given)	0.4	2.5	6.9	2.5	5.2	2.0	2.8	-33.9	-1.0
c1ccc2nc(N3CCCC3)c(N3CCCC3)nc2c1	36.0	0.6	5.1	-3.4	43.5	4.6	4.7	19.3	2.1
Cc1ccc(NC(=O)COC(=O)c2ccnn2C)cc1	4.5	-3.2	8.8	-0.8	-0.4	8.9	4.9	-5.7	-2.9
Cc1cccc(NC(=O)C2CCN(S(=O)(=O)c3cccc4cccnc34)CC2)c1	20.1	5.5	7.4	0.8	4.2	4.7	-0.3	19.1	1.4
COc1ccccc1Nc1nnc(SCC(=O)N2CCCC2)s1	13.2	9.8	6.7	-8.3	6.4	-6.6	-0.5	25.3	1.8
CCC(C)N(C(=O)COC(=O)c1cn(CC)c2nc(C)ccc2c1=O)C1CCS(=O)(=O)C1 (stereo not given)	-2.3	8.8	-5.4	0.2	-0.2	2.7	4.0	4.4	3.2
CCCCOC(=O)Nc1cc(OC)c(Cl)cc1OC	-13.4	-0.8	2.2	-4.9	-3.8	7.6	3.8	8.1	1.2
CC(=O)Nc1nc2n(n1)C(c1ccc(Cl)cc1)C=C(C)N2 (stereo not given)	-2.2	16.7	-6.8	-13.4	-3.2	-0.7	-1.3	-18.8	-6.7
COc1cc(NC(=O)c2noc3c2CCCC3)c(OC)cc1Cl	-2.7	7.0	6.8	3.5	2.4	0.3	1.6	-12.1	-0.6
COc1cc(N2C(=O)CSC23C(=O)Nc2ccccc23)cc(OC)c1OC (stereo not given)	0.0	6.5	5.3	-2.2	2.7	-2.9	-2.3	-16.3	1.1
COc1ccc(C2=Nn3c(nnc3-c3ccccc3OC)SC2)cc1OC	2.9	4.5	1.6	12.9	2.1	4.1	1.1	-55.4	-3.0
O=C(CC(C(=O)O)N1CCOCC1)Nc1ccc(Cl)cc1 (stereo not given)	-0.6	4.1	2.8	-3.0	2.7	3.3	3.9	-18.8	4.7
COc1ccc(C(=O)O)cc1Nc1cc(C)nc2ncnn12	3.2	13.7	9.4	-6.1	3.8	-2.3	-4.2	-36.2	5.3
Cc1sc2c(c1C)CN(C1CC(C)(C)NC(C)(C)C1)CN2C(=O)c1ccco1	8.8	9.0	8.9	-10.7	7.1	3.0	-3.3	15.3	-2.4
COc1cccc(CNCCOCCO)c1OC	-15.1	3.3	4.9	0.9	-5.2	5.8	2.3	-4.5	-2.7
CCCCCCOC(=O)CCn1[nH]c(=O)c2ccccc2c1=O	.	.	6.7	4.5	.	1.1	-12.0	-3.3	2.9
C=CCn1c(SCC(=O)Nc2ccccc2OC)nnc1-c1ccco1	20.2	0.9	9.5	3.0	6.4	11.6	6.9	-9.9	3.2
O=C(c1cc2cc(Cl)ccc2oc1=O)N1CCCC1	7.5	-4.6	8.4	6.1	-2.3	4.4	9.0	-17.7	2.4
CCOC(=O)c1ccc(COC(=O)c2cc(=O)[nH]c3ccccc23)o1	0.3	1.2	3.1	-6.1	3.8	-0.1	0.4	-6.9	1.9
COC(=O)c1ccc2c(c1)N(Cc1cc(C)ccc1C)C(=O)c1ccccc1S2=O (stereo not given)	11.4	3.6	6.4	8.7	1.2	6.7	4.6	-22.2	0.7
Cc1ccc(-n2c(C)cc(C)c(C#N)c2=O)cc1	.	.	.	2.2	.	12.5	4.0	-5.6	.
O=C(c1cccc(F)c1)N1CCN(c2cccc(Cl)c2)CC1	-3.8	12.2	3.0	-5.5	1.7	5.6	7.4	12.2	1.9
O=C(Nc1cccc(F)c1)c1cccnc1N1CCOCC1	-3.4	10.6	1.3	2.8	0.3	1.5	1.1	-10.9	5.1
Cn1c(=O)cc(OCCCC(=O)NCc2ccc3c(c2)OCO3)c2ccccc21	20.4	-3.1	4.4	2.8	1.9	6.9	1.4	-7.8	2.1
Cc1nnc(SCC(=O)Nc2ccc(S(=O)(=O)N3CCCC3)cc2)n1N	-5.2	-4.7	-3.7	5.2	2.5	6.6	1.5	-0.2	-0.8
CC(C)CNC(=O)C1CC(=O)OC12CCCCC2 (stereo not given)	17.0	9.5	12.1	3.8	22.4	2.3	-1.8	10.4	2.1
COC(=O)C1=C(C)NC2=C(C(=O)CCC2)C1c1ccccn1 (stereo not given)	-4.8	14.1	1.9	-1.9	-1.4	-3.2	-0.6	-11.7	-6.7
Cc1ccccc1NC(=O)CSc1[nH]c(=O)cc(C)c1C#N	-1.4	22.1	9.5	-4.8	3.1	-6.1	2.5	13.5	0.2
CCOc1cc(N2CCOCC2)c(OCC)cc1NC(=O)COC(=O)c1cc(C)oc1C	5.8	-1.2	4.0	-7.9	2.5	2.9	5.2	-3.3	7.0
Cc1ccccc1OCC(O)CN (stereo not given)	11.0	-4.3	-16.2	.	2.5	7.2	.	13.0	0.2
C=CCn1c(O)c(CN2CCOCC2)c(C)c(C#N)c1=O	4.1	-1.3	6.5	2.1	-1.4	6.2	3.1	-7.6	-2.7
COc1ccc(C(=O)Nc2nccs2)cc1OC	-8.3	0.6	.	15.8	3.4	9.6	5.9	43.7	-0.2
COc1cc(NC(=O)Cn2ncc3c2-c2ccccc2OC3)cc(OC)c1OC	8.8	3.4	10.5	2.2	-2.6	6.8	3.9	16.8	2.5
CCCOc1ccccc1C1CC(=O)Nc2cc3c(cc21)OCO3 (stereo not given)	-0.7	18.9	8.9	.	3.0	5.9	.	-37.3	1.0
COCCSc1ccccc1C(=O)Nc1nccs1	-3.3	18.4	5.0	5.6	4.5	4.4	-26.5	4.4	-2.1
CN1C(=O)C(CC(=O)N2CCN(C(c3ccccc3)c3ccccc3)CC2)N(C)C1=O (stereo not given)	1.2	12.1	2.4	2.2	-4.7	10.2	7.3	9.7	1.8
COc1cccc(C(=O)Nc2nnc(-c3cccs3)o2)c1	1.7	24.3	5.5	5.3	5.1	-1.5	1.3	-19.8	-2.6
Cc1ccc(C2NC(=O)NC(O)(C(F)(F)F)C2C(=O)c2cccs2)o1 (stereo not given)	.	.	.	2.9	.	5.2	1.8	11.7	.
O=C1CC(c2cccs2)c2cc3c(cc2N1)OCO3 (stereo not given)	3.3	15.5	2.0	1.7	2.1	6.0	3.9	7.2	0.4
Clc1nnc2ccc(-c3ccccc3)nn12	8.4	10.5	.	3.1	3.7	3.1	1.9	13.2	.
O=C(CN1CCOCC1)Nc1c2c(nc3ccccc13)N(Cc1ccccc1)CC2	15.4	-3.6	12.0	-3.5	3.4	-4.9	0.4	-7.2	4.6
CCC(=O)Nc1cccc(-c2nnc(SCC(=O)c3ccccc3)n2C)c1	13.8	7.1	9.0	2.2	4.0	-2.0	-3.6	61.0*	1.4
CCCCN(C)Cc1c(O)ccc2c(-c3ccccc3)cc(=O)oc12	-2.6	-2.6	6.5	6.6	4.9	8.9	4.1	-15.5	2.0
O=C(Cc1ccccc1)NCCn1ccc2ccccc21	1.2	14.6	2.4	3.4	0.5	9.0	-3.2	18.5	0.9
O=C(c1ccccc1)c1ccc(N2CCOCC2)c(F)c1	9.5	8.7	.	-3.1	-0.6	6.5	2.7	74.2*	.
COc1ccc(-c2nc3scc(-c4ccccc4)n3n2)cc1	6.9	-4.4	-2.6	-4.8	-3.9	3.7	2.4	29.6	1.5
